Nrf2 activator = activators of Nrf2 (ARE) signaling | actives 0.31% (n = 410,000) | AREc32 ARE-luciferase reporter (MCF7-derived line), luminescence, 24 h | Potency, µM (titrated, usually from 46.1 µM), for inactives: top-dose activation, usual class: activators; also: potency is read from the fitted curve at half-maximal effect; % of control where 0% means no effect; nearly all actives have a fitted effect of over 65% in size
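Quantitative high-throughput format: AREc32 reporter cells, 1000 per well, received compound by pin transfer and were incubated 24 hr at 37 deg C, 5% CO2, before Steady-Glo luminescence detection.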
A549 tox = kills or reduces viability of A549 cells in Nrf2 counter-screen; actives 0.16% (n = 390,000); AID 504648; Potency, µM (series often up to 46 µM), without a hit: top-dose activity change, negative = cytotoxicity, hits mostly inhibitors; A549 ARE-Fluc cells, CellTiter-Fluor viability, 18-24 h; also: potency is read from the fitted curve at half-maximal effect; % is scaled to controls: 0 for no effect and ±100 for the full control effect
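A549 ARE_Fluc cells in 5% FBS OPTI-MEM were exposed to compounds in concentration-response for 18-24 h at 37 deg C. Viability was read by CellTiter-Fluor fluorescence (Ex 405/Em 525) after 30 min, before the luciferase read.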
CCT chaperon mod = changes cytosolic chaperonin activity; purified chaperonin ATPase assay, HTRF ADP detection, 30 min; activity change, % (test concentration not listed), hits read low; actives 0.3% (n = 360,000); AID 651819; in the data active = activity change below about -30%; also: % is scaled to controls: 0 for no effect and ±100 for the full control effect
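TRiC at 40 or 20 nM final (batch-dependent) in 30 mM Tris pH 7.4, 100 mM KCl, 5 mM MgCl2, 1 mM DTT, with compound at single 76 uM and 10 uM ATP, 30 min at 37 deg C. ADP detected by HTRF Transcreener, 665/615 ratio.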
MmCpn inh = inhibitors of Methanococcus maripaludis chaperonin (MmCpn). purified Mm-Cpn ATPase, ADP Transcreener TR-FRET. Potency, µM (top dose mostly 76.9 µM), for inactives: at the highest dose activity, negative = inhibition, hits mostly inhibitors. actives 0.031% (n = 330,000); also: potency is read from the fitted curve at half-maximal effect; % is scaled to controls: 0 for no effect and ±100 for the full control effect; nearly all actives have a fitted effect of over 80% in size
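Compound-treated chaperonin, 25 nM final, turns over 10 uM ATP at 37°C for 30 min following a 10 min preincubation; ADP generated competes with ADP-d2 for Eu-cryptate antibody, lowering FRET.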
TGFb SMAD3 inh = TGF-b pathway inhibition; HepG2 CAGA-GFP TGF-b/SMAD3 reporter, GFP fluorescence, 18 h; TGF-beta stimulated, 500 pg/mL final; Potency, µM (top dose mostly 46.1 µM), without a hit: at the top dose activity, negative = inhibition, hits mostly inhibitors; actives 1.2% (n = 410,000); AID 588855; also: potency is read from the fitted curve at half-maximal effect; % is scaled to controls: 0 for no effect and ±100 for the full control effect; nearly all actives have a fitted effect of over 65% in size
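Per well, imaged GFP fluorescence of HEPG2 CAGA-GFP cells gives the signal; cells get compound, then TGF-beta (500 pg/mL final), 18 h at 37 degrees C; %Activity versus -TGF-beta and +DMSO controls.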
Nrf2 inh = inhibitors of Nrf2 signaling; A549 ARE-Fluc reporter, luciferase luminescence, 18-24 h; Potency, µM (series often up to 46 µM), without a hit: at the top dose activity change, negative = inhibition, actives largely listed as inhibitors; actives 2.1% (n = 360,000); also: potency is read from the fitted curve at half-maximal effect; % is scaled to controls: 0 for no effect and ±100 for the full control effect; nearly all actives have a fitted effect of over 60% in size
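In this cell-based qHTS, ARE-driven firefly luciferase in A549 cells reports Nrf2 activity; the luminescent signal after BugLite lysis is the measured value, with a prior CellTiter-Fluor read for cell health.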
HepG2 tox = counter-screen for TGF-b inhibitors: cytotoxicity in HepG2 cells. HepG2 CAGA-GFP viability, ATP luminescence, 18 h. Potency, µM (doses to about 46.1 µM), inactives show at the top dose activity change, negative = cytotoxicity, usual class: cytotoxic. actives 0.76% (n = 410,000). AID 588856; also: potency is read from the fitted curve at half-maximal effect; some results filed as inactive show a strong effect at the top dose
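CellTiter-Glo luminescence gave cytotoxicity after 18 hours at 37 degrees C. The cells were HepG2 CAGA-GFP in 1% FBS DMEM, stimulated with 500 pg/mL TGF-beta after compound addition. %Activity was normalised to no-cell wells (complete cell-killing) and DMSO (no toxicity), and curves were fitted and classified.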
Abeta rescue = restores growth of yeast expressing A-beta42 peptide | yeast expressing A-beta42, growth rescue, OD600, 48 h; response scale: 0% DMSO, 100% iron-clioquinol control | Potency, µM (titrated, usually from 46.1 µM), for the others: at the highest dose growth rescue, usual class: activators | actives 0.063% (n = 410,000) | AID 1347071; also: potency is read from the fitted curve at half-maximal effect; nearly all actives have a fitted effect of over 55% in size
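Yeast A-beta toxicity model in growth medium with pinned compounds, 48 h at 30 C; growth read as absorbance at 600 nm. Normalized to FeCl3/clioquinol equimolar mix (positive) and DMSO (negative).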
pAkt inh = inhibitors of Akt phosphorylation | Neuro2A IGF-stimulated pAkt S473 HTRF, 20 min; hits give low values | activity change, % for hits at 50 µM | actives 0.32% (n = 360,000) | AID 651550; in the data active = activity change below about -80%; inconclusive = mostly about -51% to -80%; also: % is scaled to controls: 0 for no effect and ±100 for the full control effect
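Neuro2A cells in DMEM with 0.5% FBS, overnight at 37 deg C, given compound at single 50 µM final, then IGF (6 nM final) for 20 min at 37 deg C. Lysed; phospho-Akt Ser473 by HTRF after 24 h, 665/615 ratio.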
The depositor's hits bear a star; i = inactive; ? = inconclusive; . = no result given; [ ] = dose if it differs, or a comment. Unless noted, calls follow the shape of the dose curve; as a rule, active = well fitted curve in the direction sought with a large enough effect; inconclusive = small, poorly fitted or top-dose-only effect, or another doubt; inactive = no such curve, though single readings can be large; an effect the other way counts as inactive or inconclusive.

1: O=C(Nc1ccc2c(c1)OCO2)c1cc(C2CCCCN2S(=O)(=O)c2ccccc2)on1 (centres undefined)
2: CC(C)Oc1ccc(C(=O)Nc2cc(=O)n(C)c(=O)n2C)cc1
3: CCC(C(=O)O/N=C(\N)c1ccc(Cl)cc1)c1ccccc1 (centres undefined)
4: O=c1c2ccccc2[nH]c(=S)n1CCCN1CCC(Cc2ccccc2)CC1
5: COc1ccc(-c2nc3ccccc3s2)cc1NC(=O)c1ccccc1OC
6: C/C(=N\NC(=O)c1nnn(-c2nonc2N)c1C(C)C)c1ccncc1
7: O=C1CN(C(=O)c2ccccc2F)C(c2ccccc2)c2cc(Cl)ccc2N1 (centres undefined)
8: O=C(O)CN1CCN(Cc2cccc(Cl)c2)C1=O

Assay by compound,1,2,3,4,5,6,7,8
Nrf2 activator,4.9%,0.0%,2.0%,2.6%,12%,-0.4%,-0.1%,-0.2%
A549 tox,.,4%,2%,1%,8%,1%,0%,2%
CCT chaperon mod,-0.9,-1.9,-4.2,-0.5,.,1.0,0.7,-0.8
MmCpn inh,.,0%,0%,0%,.,2%,3%,1%
TGFb SMAD3 inh,0%,-2%,3%,-28%,0%,17%,-12%,11%
Nrf2 inh,.,22%,18%,8%,?,?,-14%,-16%
HepG2 tox,-40%,-1%,-12%,-74%,-18%,3%,-4%,-1%
Abeta rescue,-10%,-4%,2%,0%,-10%,-1%,-15%,-10%
pAkt inh,i,i,i,i,.,i,i,i

9: Cc1ccc2cc3c(NC(=O)CC(C)C)nn(C)c3nc2c1
10: O=[N+]([O-])c1cc(Cl)ccc1N1CCCC1
11: CS(=O)(=O)c1ccccc1C(=O)NC1CCCc2ccccc21 (centres undefined)
12: COc1ccc(N2C(=O)CC(N3CCN(C(=O)c4ccco4)CC3)C2=O)cc1 (centres undefined)
13: COc1ccc(C(=O)N2CCCC2(C)C(=O)NCC(C)C)cc1C(F)(F)F (centres undefined)
14: CC(C)(C)C1CCc2c(C(=O)NNC(=O)CCC(=O)O)csc2C1 (centres undefined)
15: CCOC(=O)c1ccc(NC(=O)CCc2c(C)nc3nc[nH]n3c2=O)cc1
16: CNc1oc(-c2cccs2)nc1S(=O)(=O)c1ccccc1

Assay by compound,9,10,11,12,13,14,15,16
Nrf2 activator,-0.2%,-0.2%,0.0%,-0.3%,-1.2%,-0.9%,-0.6%,2.9%
A549 tox,-2%,0%,-1%,9%,.,0%,-8%,1%
CCT chaperon mod,-2.0,2.3,-0.3,0.2,1.5,-2.0,.,1.4
MmCpn inh,0%,0%,1%,1%,.,-5%,.,-1%
TGFb SMAD3 inh,-3%,-2%,-16%,1%,0%,-1%,4%,-3%
Nrf2 inh,.,15%,-7%,13%,.,-4%,9%,-8%
HepG2 tox,-3%,-10%,-19%,7%,0%,7%,3%,-25%
Abeta rescue,6%,-13%,13%,6%,-2%,-14%,-4%,-11%
pAkt inh,i,i,i,i,i,i,.,i

Some of the entries so far, with each value named:
[12] COc1ccc(N2C(=O)CC(N3CCN(C(=O)c4ccco4)CC3)C2=O)cc1 (centres undefined)
  Nrf2 activator: -0.3%; A549 tox: 9%; CCT chaperon mod: 0.2; MmCpn inh: 1%; TGFb SMAD3 inh: 1%; Nrf2 inh: 13%; HepG2 tox: 7%; Abeta rescue: 6%; pAkt inh: i
[13] COc1ccc(C(=O)N2CCCC2(C)C(=O)NCC(C)C)cc1C(F)(F)F (centres undefined)
  Nrf2 activator: -1.2%; A549 tox: .; CCT chaperon mod: 1.5; MmCpn inh: .; TGFb SMAD3 inh: 0%; Nrf2 inh: .; HepG2 tox: 0%; Abeta rescue: -2%; pAkt inh: i

Following part:
17: CC(C)(C)NS(=O)(=O)c1ccc(NC(=O)NC2CCCCC2)cc1
18: Cc1ccc(NC(=O)C2CC=CCC2C(=O)N2CCCCC2)cc1 (centres undefined)
19: Cc1ccc(CSc2nc3ccccc3cc2C=O)cc1
20: CC(=O)Nc1ccc(NC(=O)C/C(C)=N/NC(=O)C(=O)Nc2ccc(C)c(Cl)c2)cc1
21: Cc1ccc(CNC(=O)C2C3C=CC4(CN(Cc5cccnc5)C(=O)C24)O3)cc1 (centres undefined)
22: Cc1cc(NC(=O)/C=C/c2ccco2)ccc1NC(=O)c1ccccc1
23: O=C(CCSCc1ccc(Cl)cc1)NCCC1=CCCCC1
24: COc1ccc(/C=N/NC(=O)c2ccc3c(c2)OCO3)c(C(=O)O)c1OC

Assay by compound,17,18,19,20,21,22,23,24
Nrf2 activator,1.9%,-0.3%,23%,0.0%,-0.2%,?,-0.7%,0.3%
A549 tox,-24%,0%,14%,1%,3%,-4%,-2%,25%
CCT chaperon mod,-0.3,-0.6,-2.4,-1.4,0.3,-1.0,-2.7,-1.1
MmCpn inh,1%,3%,2%,0%,0%,4%,2%,-1%
TGFb SMAD3 inh,17%,-15%,?,-11%,0%,0%,2%,-1%
Nrf2 inh,-3%,11%,?,?,2%,?,9%,13%
HepG2 tox,0%,-2%,5%,20%,-2%,-10%,10%,3%
Abeta rescue,11%,14%,19%,-14%,-9%,0%,24%,-7%
pAkt inh,i,i,i,i,i,i,i,i

25: Cc1nc2ccccc2c(=O)n1NC(=O)C1CCC(C(C)(C)C)CC1 (centres undefined)
26: CC1=NN(C(=O)c2ccc(Br)cc2)C(O)(c2ccccc2)C1 (centres undefined)
27: COc1ccc2c(c1)-c1nc(NC(=O)c3ccc(OC)c(Br)c3)sc1CC2
28: CCc1cccc(C)c1NC(=O)C1CCN(S(=O)(=O)Cc2ccccc2)CC1
29: O=C1C(Nc2ccccc2)=C/C(=N/S(=O)(=O)c2cccs2)c2ccccc21
30: COc1ccc(C(=O)CSc2nnc(-c3ccc(S(=O)(=O)N4CCOCC4)cc3)o2)cc1
31: CCn1c(=O)c2cc(C(=O)NCCCN(C)Cc3ccccc3)sc2c2ccccc21
32: O=C(C[C@H]1C[C@H](C(=O)N2CCOCC2)[C@@]2(CCC3CCCC3)c3[nH]c4ccc(Cl)cc4c3CCN2C1=O)NCc1ccco1

Assay by compound,25,26,27,28,29,30,31,32
Nrf2 activator,-0.8%,5.2%,-0.4%,4.0%,-2.5%,0.1%,-0.7%,-0.3%
A549 tox,-1%,-9%,1%,19%,15µM*,-8%,-25%,?
CCT chaperon mod,-3.7,0.6,.,.,0.5,0.5,.,-4.3
MmCpn inh,-1%,1%,.,.,-5%,-1%,.,-3%
TGFb SMAD3 inh,2%,?,-6%,0%,4µM*,2%,?,-12%
Nrf2 inh,-2%,18%,-12%,11%,8.2µM*,-5%,5%,21µM*
HepG2 tox,-3%,-42%,-52%,1%,3.5µM*,-1%,-105%,-13%
Abeta rescue,-13%,-1%,-8%,-18%,-67%[inhibitor],-1%,-5%,3%
pAkt inh,i,i,.,.,i,.,.,i

Of the compounds above, these contain a thiophene ring, fused or not:
14: CC(C)(C)C1CCc2c(C(=O)NNC(=O)CCC(=O)O)csc2C1 (centres undefined)
16: CNc1oc(-c2cccs2)nc1S(=O)(=O)c1ccccc1
29: O=C1C(Nc2ccccc2)=C/C(=N/S(=O)(=O)c2cccs2)c2ccccc21
31: CCn1c(=O)c2cc(C(=O)NCCCN(C)Cc3ccccc3)sc2c2ccccc21

Assay by compound,14,16,29,31
Nrf2 activator,-0.9%,2.9%,-2.5%,-0.7%
A549 tox,0%,1%,15µM*,-25%
CCT chaperon mod,-2.0,1.4,0.5,.
MmCpn inh,-5%,-1%,-5%,.
TGFb SMAD3 inh,-1%,-3%,4µM*,?
Nrf2 inh,-4%,-8%,8.2µM*,5%
HepG2 tox,7%,-25%,3.5µM*,-105%
Abeta rescue,-14%,-11%,-67%[inhibitor],-5%
pAkt inh,i,i,i,.

(cont.)
33: CCc1c(C)sc2c1CCN(C(=O)Nc1cc(C)cc(C)c1)C2c1ccccc1 (centres undefined)
34: CCC(C)(C)C1CCC(=NNC(=O)c2ccc(Br)o2)CC1 (centres undefined)
35: CCCCOC(=O)Nc1ccc(C)c(Cl)c1
36: CCOC1=C2[C@@H](CN(S(=O)(=O)c3ccc(C)cc3)[C@H]2c2cccc3ccccc23)[C@H]2C(=O)N(C)C(=O)[C@H]2C1
37: O=C(c1cc(F)ccc1F)C1CCCN(C(=O)CSc2ccccn2)C1 (centres undefined)
38: N#CC1(c2ccccc2)CCC(=NNS(=O)(=O)c2ccccc2)CC1 (centres undefined)
39: O=C(COC(=O)c1ccc(Cl)c(S(=O)(=O)N2CCCC2)c1)NCc1cccs1
40: Cc1ccc(NC(=O)CC2SC(=O)N(c3ccccc3)C2=O)cc1 (centres undefined)
41: COc1ccc2cc1Oc1ccc(cc1)C[C@H]1c3c(cc(OC)c4c3Oc3c(ccc5c3[C@H](C2)N(C)CC5)O4)CCN1C
42: CNC(=S)NNC(=O)Cc1ccc(OC)c(OC)c1

Assay by compound,33,34,35,36,37,38,39,40,41,42
Nrf2 activator,-1.4%,3.7%,4.3%,-1.0%,0.3%,-0.2%,-0.2%,6.3%,0.5%,-0.1%
A549 tox,-6%,12%,-7%,.,12%,4%,0%,-11%,?,6%
CCT chaperon mod,.,-0.7,-0.3,1.7,2.9,1.3,-2.0,-2.1,0.3,2.1
MmCpn inh,.,1%,2%,.,0%,0%,-1%,1%,1%,2%
TGFb SMAD3 inh,-2%,1%,?,-27%,11%,-6%,-3%,-6%,0%,34%
Nrf2 inh,.,10%,.,.,-4%,11%,13%,16%,4%,-3%
HepG2 tox,-22%,0%,4%,5%,-6%,3%,-3%,-2%,-1%,4%
Abeta rescue,-9%,22%,22%,-11%,12%,9%,-10%,15%,3%,4%
pAkt inh,.,i,i,i,i,i,i,i,i,i

Bioassay records (PubChem BioAssay)
